From PubChem BioAssay
M4 PAM: human M4 muscarinic receptor positive allosteric modulators, primary screen, CHO-K1 cells, Fluo-8 calcium fluorescence. CHO-K1 hM4/Gqi5, ACh EC20; 0% = ACh EC20, 100% = maximal ACh. Muscarinic acetylcholine receptor M4 (Homo sapiens), P08173. activation, % at 3 µM. actives 0.4% (n = 360,000);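 active means activation above its plate's cutoff, the mean activation of sample wells plus 3 SD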; further: some results filed as inactive read as strong as hits
CHRM5 PAM: human M5 muscarinic receptor positive allosteric modulators, primary screen, CHO-K1 cells, Fluo-8 calcium fluorescence; actives 0.3% (n = 360,000); CHO-K1 hM5, ACh EC20 PAM; 0% = ACh EC20, 100% = ACh EC100; AID 624038, 2012; activation, % at 3 µM;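 active means activation above the run cutoff, the mean activation of all test compounds plus 3 SD, cut at about 18% in these data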
Target sequence (P08912 whole entry, looked up): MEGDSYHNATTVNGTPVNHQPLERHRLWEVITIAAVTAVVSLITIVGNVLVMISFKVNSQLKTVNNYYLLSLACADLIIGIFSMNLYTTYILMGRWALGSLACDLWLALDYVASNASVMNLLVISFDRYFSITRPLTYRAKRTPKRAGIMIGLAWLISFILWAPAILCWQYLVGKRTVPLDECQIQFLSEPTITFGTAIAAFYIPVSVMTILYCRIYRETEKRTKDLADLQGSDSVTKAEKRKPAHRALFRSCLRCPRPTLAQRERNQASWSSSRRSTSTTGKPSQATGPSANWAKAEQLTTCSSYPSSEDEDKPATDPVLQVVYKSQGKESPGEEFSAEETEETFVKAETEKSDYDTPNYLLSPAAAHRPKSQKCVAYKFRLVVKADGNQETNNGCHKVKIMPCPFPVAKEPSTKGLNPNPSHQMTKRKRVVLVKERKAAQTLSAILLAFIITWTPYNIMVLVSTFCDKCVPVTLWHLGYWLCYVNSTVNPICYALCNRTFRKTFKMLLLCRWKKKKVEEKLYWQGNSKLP
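Assay system – human M5 receptor in CHO-K1 cells · Read-out – % activation, ACh-normalized · Technique – Fluo-8 calcium fluorescence · Dosing – single-point, 3 µM nominal · Incubation – Fluo-8 loading 80 min at 37 °C plus 30 min room temperature · Repeats – singlicate, one well per test compound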
CHRM5 antagonist: human M5 muscarinic receptor antagonists, primary screen, CHO cells, Fluo-8 calcium fluorescence. actives 0.59% (n = 360,000). inhibition, % at 3 µM. Muscarinic acetylcholine receptor M5 (Homo sapiens), P08912. CHO-hM5 cells, ACh EC80. AID 624040, 2012;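 active means inhibition above a per-plate cutoff, the mean of that plate's test compounds plus 3 SD, cut at about 27% in these data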;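 further: 0% = acetylcholine EC80 with DMSO and 100% = DMSO without agonist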
CRFBP-R2 agonist: agonists of CRF-BP/CRF-R2 complex, primary screen, cell-based, HEK293, calcium dye fluorescence, uHTS; actives 0.46% (n = 350,000); CRF-binding protein / CRF receptor 2 complex (human); calcium dye fluorescence (FLIPR); percent of saturating CRF peptide response; AID 588473, 2011; activation, % at 13.2 µM;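 active means activation of at least 50%, plus an integration ratio under a set limit after plate pattern correction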;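 further: plate controls were neutral control wells without compound for no effect and CRF at EC100 for full effect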
CRFR2-BP antag: antagonists of CRF-BP/CRF-R2 complex, primary screen, cell-based, HEK293, calcium dye fluorescence, uHTS; actives 0.59% (n = 350,000); inhibition, % at 11.8 µM; CRF-induced calcium fluorescence;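 active means inhibition of the ligand-induced calcium signal above about 50% at the single tested concentration, limit read from the data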
CHRM5 agonist: human M5 muscarinic receptor agonists, primary screen, CHO-K1 cells, Fluo-8 calcium fluorescence | CHO-K1 hM5 cells; 0% DMSO wells, 100% maximal acetylcholine response | activation, % at 3 µM | actives 0.19% (n = 360,000) | AID 624037, 2012;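 active means activation above the run's mean over test compounds plus 3 SD, cut at about 23% in these data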;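 further: signal is peak over basal fluorescence ratio across the kinetic read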
TAAR1 antag: human TAAR1 antagonists, primary screen, Fluo-8 calcium fluorescence, CHO RD-HGA16 cells. Trace amine-associated receptor 1 (Homo sapiens), Q96RJ0. antagonist. inhibition, % at 3 µM. actives 1.5% (n = 360,000);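 active means inhibition above a per-plate cutoff, the mean inhibition of test compounds on that plate plus 3 SD, cut at about 49% in these data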;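 further: 0% = DMSO plus EC80 beta-PEA response and 100% = DMSO alone without agonist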
Target sequence (Q96RJ0 whole entry, looked up): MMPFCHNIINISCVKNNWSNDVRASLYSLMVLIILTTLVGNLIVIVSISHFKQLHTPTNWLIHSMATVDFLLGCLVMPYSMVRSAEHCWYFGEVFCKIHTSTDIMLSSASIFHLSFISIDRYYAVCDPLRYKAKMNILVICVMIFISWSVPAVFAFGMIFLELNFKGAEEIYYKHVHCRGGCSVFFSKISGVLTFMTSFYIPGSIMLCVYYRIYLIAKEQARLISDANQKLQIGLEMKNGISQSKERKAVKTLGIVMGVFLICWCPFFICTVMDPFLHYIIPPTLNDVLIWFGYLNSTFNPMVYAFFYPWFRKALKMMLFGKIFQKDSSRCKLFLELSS
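System: RD-HGA16 CHO cells with stable hTAAR1 and Gα16 | Probe or stimulus: EC80 β-phenethylamine stimulus | Dosing: 3 µM, single point | Times: Dye loading 75 min at 37 °C, then 30 min room temperature | Measured by: Fluo-8 calcium-sensitive fluorescence | Read-out basis: % inhibition of agonist calcium response | Replicates: n of 1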
TAAR1 ag: human TAAR1 agonists, primary screen, Fluo-8 calcium fluorescence, CHO RD-HGA16 cells; Trace amine-associated receptor 1 (Homo sapiens), Q96RJ0; vehicle wells 0%, saturating PEA agonist 100%; activation, % at 3 µM; actives 0.99% (n = 360,000); AID 624467, 2012;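 active means activation above the mean activation of all test compounds in the run plus 3 SD, cut at about 38% in these data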
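Test system: RD-HGA16 (CHO) cells co-expressing Gα16 and hTAAR1; dosing: one-point dosing at 3 µM (nominal); timing: 17-24 h seeding, 75 min 37 °C dye, 30 min RT; signal: kinetic Fluo-8 calcium fluorescence; read-out basis: % activation relative to PEA EC100 response; controls: DMSO and PEA EC100; replicates: n 1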
CHO-K1 Ca PAM: nonselective calcium activators in parental CHO-K1 cells, primary screen, counter-screen for M1 PAM project, cell-based, Fluo-8 calcium fluorescence, full deck, 1536-well; ATP EC20; 0% at ATP EC20, 100% at ATP max; actives 0.02% (n = 360,000); activation, % at 3 µM;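 active means activation above the run cutoff, the mean activation of all test compounds plus 3 SD, cut at about 40% in these data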;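 further: peak over basal fluorescence ratio in a 140 s read after ATP addition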
The depositor's hits bear a star; · = no result given.

SMILES	M4 PAM	CHRM5 PAM	CHRM5 antagonist	CRFBP-R2 agonist	CRFR2-BP antag	CHRM5 agonist	TAAR1 antag	TAAR1 ag	CHO-K1 Ca PAM
COc1ccc(CCNC(=O)CN(c2cccc([N+](=O)[O-])c2)S(C)(=O)=O)cc1OC	3	-1	-3	-1.2	6	-5	13	3	4
COc1cccc(NC(=O)CN(C)C(=O)c2cc(C)on2)c1	4	1	0	0.2	8	2	-31	4	2
CCOc1ccc2nc(NC(=O)CCC(=O)c3cccs3)sc2c1	8	-5	-3	1.7	5	-2	2	-1	24
N#Cc1c(N2CCCCC2)nc(N)c2c(N)nc(SCC(=O)O)cc12	-7	4	6	10	-21	7	-20	6	12
COc1ccc(S(=O)(=O)N2CCOCC2)cc1NC(=O)c1cc2c(s1)CCCC2	9	4	5	2.9	-8	-1	-16	2	28
CN(c1ccccc1)S(=O)(=O)c1ccc(-c2ccccc2)cc1	-4	-4	-7	2.0	-6	1	52*	6	-12
CCS(=O)(=O)Nc1cccc(C2=NN(S(=O)(=O)c3ccccc3)C(c3cccs3)C2)c1 (stereo not drawn)	-3	-11	3	3.5	-24	-1	15	8	18
CCNC(=O)COC(=O)c1csc2c1CCCC2	-2	3	-12	-4.9	3	-2	3	5	10
Cn1cnnc1Sc1nc2ccccc2nc1NS(=O)(=O)c1ccccc1	11	8	-4	2.4	5	-2	-6	0	9
O=C(Cc1cccs1)N1CCN=C1SCc1ccc(Br)cc1	3	-1	8	-0.5	9	-4	-10	2	8
COc1cccc(CNCC(=O)N2C(C)CCCC2C)c1 (stereo not drawn)	2	-5	5	1.2	-3	-4	1	12	-12
CCC(=O)c1ccc(OCC(O)Cn2nc(C)c(C(C)=O)c2C)cc1 (stereo not drawn)	1	1	-9	-2.1	14	3	1	10	6
N#Cc1ccc2ccn(CC(=O)NC3CCCCC3)c2c1	1	-2	2	0.4	10	-3	-5	8	0
c1nc(NCC2CCCO2)c2[nH]cnc2n1 (stereo not drawn)	17	-3	-5	0.3	-10	1	4	6	3
NC(=O)c1ccc(-n2nnnc2Oc2ccccc2C(=O)N2CCOCC2)cc1	7	-4	8	-1.5	-2	7	-7	4	6
C=C1CN(Cc2ccccc2)S(=O)(=O)c2ccccc21	-5	-6	10	1.6	1	-5	-2	5	-7
Brc1ccc(OCc2cn3ccccc3n2)cc1	-3	5	8	-4.4	20	2	-16	-1	-8
Nn1c(Cc2cccc3ccccc23)nnc1SCCOc1ccc(Br)cc1	-6	-11	14	-1.8	4	-5	-5	1	-7
COc1ccccc1Nc1nc(-c2sc(NC(=O)C(C)(C)C)nc2C)cs1	-4	-7	12	1.9	-6	1	-2	1	-8
COCC1CCCN(Cc2cn[nH]c2-c2cc3ccccc3o2)C1 (stereo not drawn)	-6	8	-3	-1.1	20	-2	-2	0	-1
S=c1[nH]nc(-c2cc(-c3ccccc3)n[nH]2)n1/N=C/C=C/c1ccco1	0	8	3	0.4	36	0	-8	2	15
CC1(C(=O)NS(=O)(=O)c2ccccc2Cl)CCN1C(=O)C1(c2ccc(Cl)cc2)CC1 (stereo not drawn)	9	3	-8	·	·	-1	4	1	12
CCOC(=O)c1sc(/S(C)=N\S(=O)(=O)c2cccc(Cl)c2)c2c1CCC=C2 (stereo not drawn)	10	9	-4	-2.5	-2	-3	-27	0	22
Cc1ccc(-n2nnnc2SCC(=O)c2c(N)n(C3CC3)c(=O)[nH]c2=O)c(C)c1	11	12	5	-0.1	-25	16	-18	55*	29
CCNc1nc(NCC)nc(N/N=C/c2ccc(Br)cc2)n1	-8	-7	-3	1.0	6	-3	4	6	-13

Twelve compounds from above, ordered by molecular weight, lowest first:
SMILES	M4 PAM	CHRM5 PAM	CHRM5 antagonist	CRFBP-R2 agonist	CRFR2-BP antag	CHRM5 agonist	TAAR1 antag	TAAR1 ag	CHO-K1 Ca PAM
CCNC(=O)COC(=O)c1csc2c1CCCC2	-2	3	-12	-4.9	3	-2	3	5	10
N#Cc1ccc2ccn(CC(=O)NC3CCCCC3)c2c1	1	-2	2	0.4	10	-3	-5	8	0
C=C1CN(Cc2ccccc2)S(=O)(=O)c2ccccc21	-5	-6	10	1.6	1	-5	-2	5	-7
CN(c1ccccc1)S(=O)(=O)c1ccc(-c2ccccc2)cc1	-4	-4	-7	2.0	-6	1	52*	6	-12
CCC(=O)c1ccc(OCC(O)Cn2nc(C)c(C(C)=O)c2C)cc1 (stereo not drawn)	1	1	-9	-2.1	14	3	1	10	6
S=c1[nH]nc(-c2cc(-c3ccccc3)n[nH]2)n1/N=C/C=C/c1ccco1	0	8	3	0.4	36	0	-8	2	15
Cn1cnnc1Sc1nc2ccccc2nc1NS(=O)(=O)c1ccccc1	11	8	-4	2.4	5	-2	-6	0	9
COc1ccccc1Nc1nc(-c2sc(NC(=O)C(C)(C)C)nc2C)cs1	-4	-7	12	1.9	-6	1	-2	1	-8
Cc1ccc(-n2nnnc2SCC(=O)c2c(N)n(C3CC3)c(=O)[nH]c2=O)c(C)c1	11	12	5	-0.1	-25	16	-18	55*	29
COc1ccc(S(=O)(=O)N2CCOCC2)cc1NC(=O)c1cc2c(s1)CCCC2	9	4	5	2.9	-8	-1	-16	2	28
Nn1c(Cc2cccc3ccccc23)nnc1SCCOc1ccc(Br)cc1	-6	-11	14	-1.8	4	-5	-5	1	-7
CC1(C(=O)NS(=O)(=O)c2ccccc2Cl)CCN1C(=O)C1(c2ccc(Cl)cc2)CC1 (stereo not drawn)	9	3	-8	·	·	-1	4	1	12

Following part
SMILES	M4 PAM	CHRM5 PAM	CHRM5 antagonist	CRFBP-R2 agonist	CRFR2-BP antag	CHRM5 agonist	TAAR1 antag	TAAR1 ag	CHO-K1 Ca PAM
COCCNC(=S)Nc1ccc(N2CCCCC2)cc1	-2	-1	2	1.0	-9	2	0	8	-14
CN(C1CCCCC1)S(=O)(=O)c1ccc(SCC(=O)C(C)(C)C)nc1	-3	-3	-10	-0.5	-2	5	20	2	13
O=C(Nc1nc2ccccc2s1)c1cnccn1	19	-5	7	-0.8	20	0	-7	12	14
O=C(C[C@H]1C=C[C@H](NC(=O)Nc2ccccc2F)[C@@H](CO)O1)NCc1ccc(-c2ccccc2)cc1	13	-11	10	·	·	4	-33	3	·
COc1ccc(F)cc1C(=O)C1CCCN(Cc2cccn2-c2cccnc2)C1 (stereo not drawn)	4	-4	-2	0.4	1	-16	-38	-2	12
CN(C)CCNC(=O)C(=O)Nc1ccc2c(c1)N(S(=O)(=O)c1cccs1)CCC2	11	-1	4	1.1	-3	-1	-4	8	5
CCNC(=O)n1cc(-n2cncn2)c(-c2ccc(Cl)cc2)n1	-2	-1	-9	-0.7	16	-2	1	0	-7
COC(=O)c1cc2sccc2n1CC(=O)Nc1cccc(SC)c1	-5	-12	2	0.3	22	3	6	5	3
CC(C)(C)c1ccc(C(=O)CSc2n[nH]c(=O)[nH]c2=O)cc1	-4	4	-1	-0.5	-20	-8	2	2	-6
O=[N+]([O-])c1ccc(CS(=O)Cc2ccccc2)cc1 (stereo not drawn)	3	-1	-2	-1.1	23	-5	2	2	17
CCOc1ccc2[nH]c3c(NCCOC)ncnc3c2c1	-5	-4	4	-9.5	-9	-2	4	-4	-7
Cc1ccc(-c2nonc2NC(=O)c2ccco2)cc1	2	0	2	-0.9	16	-5	-22	-1	1
O=C(c1ccco1)N1CCN(C(=O)c2cc3ccccc3oc2=O)CC1	9	4	-4	0.3	12	0	-12	1	18
CN(C)CCCNC(=O)C[C@H]1C[C@H](C(=O)N2CCCCC2)[C@@]2(C)c3[nH]c4cc(-c5ccco5)ccc4c3CCN2C1=O	0	-2	1	7.6	-1	0	3	2	5
Cc1cc(C)c2nc(N)sc2c1	9	1	-6	3.2	26	-2	4	-3	13
NNC(=O)CCC(=O)Nc1ccccc1	6	5	3	-0.1	8	0	10	6	13
COc1ccc(/C=N/NC(=O)c2sccc2OCc2ccc(F)cc2)cc1OC	8	-2	-2	-3.0	33	-2	39	12	14
C=CCN(C(=O)c1csnn1)C(C(=O)NC1CCCCC1)c1ccccc1F (stereo not drawn)	9	-5	-4	0.3	-14	-4	9	-3	11
CC(C)(C)C(=O)OCc1nc(-c2ccc(F)cc2)cs1	-20	-18	15	0.7	-2	3	-12	10	3
c1ccc(-c2nn3cnnc3c3ccccc23)cc1	-3	7	6	-0.2	2	-2	23	-2	17
CCOc1cc(NC(=O)CC(C)C)c(OCC)cc1NC(=O)CCn1nnc2ccccc21	-1	-6	5	0.5	10	1	9	2	16
COc1ccccc1OCCSc1nc2ccccc2n1CC(N)=O	5	0	-3	-1.1	12	-4	-6	6	12
N/C(=N\NC(=O)Nc1ccccc1)c1ccccn1	-9	1	8	-0.7	11	-5	-10	6	15
COc1ccccc1CN(Cc1cccnc1)S(=O)(=O)c1ccc(-n2cnnn2)c(OC)c1	-4	1	-5	-1.3	13	-1	13	1	3
CC(=O)c1ccc(NC(=O)CSc2nnc3ccc(-c4ccccn4)nn23)cc1	6	8	-8	-2.0	-7	2	-8	2	13
CCCN(CC1CC1)S(=O)(=O)c1ccc(-n2cnnn2)c(OC)c1	2	-3	-6	-1.6	2	-1	-3	5	5
O=S1(=O)N=C2CCCN2C(c2ccc(F)cc2)N1 (stereo not drawn)	5	-4	-1	-1.4	15	-2	-13	6	-8
Cc1ccc(S(=O)(=O)N2CCOCC2)cc1NC(=O)CSc1ncccn1	2	-1	9	0.8	10	5	-14	2	11
COc1ccc(CCNC(=O)c2ccccc2OCc2ccccc2)cc1	-5	-2	2	0.1	16	-4	-2	-2	25
CCn1c(N2CCN(S(=O)(=O)c3ccccc3)CC2)nc2ccccc21	-14	-7	5	-3.8	-1	7	27	18	7
